EPAC1 antagonist – antagonists of human EPAC1; EPAC1 GEF assay, Rap1b-BODIPY-GDP exchange fluorescence; Potency, µM (series often up to 115 µM), inactives show at the highest dose activity change, negative = inhibition, hits mostly inhibitors; 0.14% of 360,000 active;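 further: potency means the concentration at half of the fitted maximal effect; plate controls were vehicle for no effect and positive control for full effect; nearly all actives have a fitted effect of over 50% in size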
CCT modulator – changes cytosolic chaperonin activity | 0.3% of 360,000 active | activity change, % (no concentration beside the values), hits read low | purified chaperonin ATPase assay, HTRF ADP detection, 30 min; in the data active means activity change below about -30%; further: on the % scale 0 is the no-effect control and ±100 the full control effect
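Nucleotide hydrolysis assay: TRiC at 20–40 nM final (set by batch activity) with 10 uM ATP, 30 min at 37 °C, in presence of 76 uM compound. Detection by competitive ADP HTRF, 30 min ambient.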
PI5P4Ka inh – blocks human PI5P4K alpha kinase activity. P48426. PI5P4Kalpha enzyme, ADP-Glo luminescence, 60 min; active compounds read low. max response, %. 1.2% of 330,000 active; active means max response of -50% or lower; inconclusive means between -30% and -50%; inactive means -30% or higher; further: value at the top dose of about 77 µM; on the % scale 0 is the no-effect control and ±100 the full control effect
Target sequence (P48426 whole entry, looked up): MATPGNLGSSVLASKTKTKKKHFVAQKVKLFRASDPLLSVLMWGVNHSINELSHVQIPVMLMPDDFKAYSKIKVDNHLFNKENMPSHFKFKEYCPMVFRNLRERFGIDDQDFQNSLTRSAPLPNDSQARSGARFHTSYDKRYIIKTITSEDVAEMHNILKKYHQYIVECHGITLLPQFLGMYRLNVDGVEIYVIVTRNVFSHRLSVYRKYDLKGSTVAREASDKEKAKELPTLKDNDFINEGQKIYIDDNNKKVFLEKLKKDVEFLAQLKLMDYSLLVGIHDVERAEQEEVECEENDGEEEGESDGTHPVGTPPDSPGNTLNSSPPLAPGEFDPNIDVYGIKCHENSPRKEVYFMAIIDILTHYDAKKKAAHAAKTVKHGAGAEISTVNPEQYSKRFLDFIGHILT
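PI5P4Kalpha ADP-Glo assay; 5 microM ATP final; 60 min RT reaction; HEPES pH 7.4/EGTA/CHAPS, 5% DMSO; controls lacking substrate or enzyme; luminescent end-point.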
PLK1 PBD inh – PLK1 (human) polo-box domain binding inhibition | Plk1 PBD binding of FITC phosphopeptide, fluorescence polarization | Potency, µM, for inactives: max response, negative = inhibition, most hits filed as inhibitors | 2.8% of 360,000 active | AID 720504; further: potency means the concentration at half of the fitted maximal effect; series mostly up to about 57 µM; on the % scale 0 is the no-effect control and ±100 the full control effect; nearly all actives have a fitted effect of over 65% in size
Target sequence (P53350 whole entry, looked up, the tested form may be a part): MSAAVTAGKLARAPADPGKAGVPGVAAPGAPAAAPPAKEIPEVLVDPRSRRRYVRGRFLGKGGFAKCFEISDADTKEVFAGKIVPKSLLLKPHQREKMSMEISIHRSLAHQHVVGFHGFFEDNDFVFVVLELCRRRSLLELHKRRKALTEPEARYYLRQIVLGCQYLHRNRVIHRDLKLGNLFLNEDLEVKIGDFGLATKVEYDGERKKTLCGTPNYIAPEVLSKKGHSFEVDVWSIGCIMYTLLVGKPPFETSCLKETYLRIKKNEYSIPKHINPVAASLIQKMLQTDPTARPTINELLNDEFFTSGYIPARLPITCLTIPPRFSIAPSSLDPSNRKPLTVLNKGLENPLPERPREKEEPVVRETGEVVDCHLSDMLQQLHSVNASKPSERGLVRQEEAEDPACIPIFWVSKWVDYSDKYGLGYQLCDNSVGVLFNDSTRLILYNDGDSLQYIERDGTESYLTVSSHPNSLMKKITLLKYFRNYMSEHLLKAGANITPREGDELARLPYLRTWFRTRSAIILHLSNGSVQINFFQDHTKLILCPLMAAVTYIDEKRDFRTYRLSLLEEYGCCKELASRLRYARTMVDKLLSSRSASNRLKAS
EPAC1 agonist – EPAC1 (human) agonism; EPAC1 agonist qHTS, biochemical assay; response scale: 100% = response to 6.5 mM cAMP; 0.073% of 360,000 active; O95398; Potency, µM (top dose mostly 154 µM), for inactives: top-dose activation, usual class: activators; further: potency means the concentration at half of the fitted maximal effect; nearly all actives have a fitted effect of over 60% in size
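Compounds were pinned as a concentration titration into mixtures of EPAC1 (100 nM), BODIPY-GDP-loaded Rap1B (250 nM) and GDP (50 uM). After 5 min at room temperature, fluorescence was followed for 30 min; activity was scaled to 6.5 mM cAMP.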
MmCpn inh – inhibitors of Methanococcus maripaludis chaperonin (MmCpn) | Potency, µM (top dose mostly 76.9 µM), without a hit: at the top dose activity, negative = inhibition, actives largely listed as inhibitors | purified Mm-Cpn ATPase, ADP Transcreener TR-FRET | 0.031% of 330,000 active; further: potency means the concentration at half of the fitted maximal effect; on the % scale 0 is the no-effect control and ±100 the full control effect; nearly all actives have a fitted effect of over 80% in size
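25 nM Mm-CPN + cpd, 10 min 37°C; + 10 uM ATP, 30 min 37°C; buffer 30 mM Tris pH 7.4, 100 mM KCl, 5 mM MgCl2, 1 mM DTT; Transcreener ADP HTRF detection 30 min RT.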
EPAC2 antag – antagonists of human EPAC2. Q8WZA2. EPAC2 GEF exchange of Rap1B-BODIPY-GDP, fluorescence. Potency, µM (series often up to 114 µM), inactives show at the highest dose activity, negative = inhibition, hits mostly inhibitors. 0.18% of 360,000 active; further: potency means the concentration at half of the fitted maximal effect; on the % scale 0 is the no-effect control and ±100 the full control effect; nearly all actives have a fitted effect of over 45% in size; many of its hits are not listed in these tables
WRN inhibitor – inhibitors of human WRN helicase. AID 651768. Potency, µM (top dose mostly 114 µM), for inactives: top-dose activity change, negative = inhibition, actives largely listed as inhibitors. WRN helicase unwinding, fluorescent forked duplex, kinetic. Q14191. 0.46% of 360,000 active; further: potency means the concentration at half of the fitted maximal effect; on the % scale 0 is the no-effect control and ±100 the full control effect; nearly all actives have a fitted effect of over 55% in size
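Kinetic fluorescence helicase assay: unwinding of a quenched forked DNA duplex (100 nM final) with 2 mM ATP final raises red fluorescence (525/598 nm). Compounds sat 15 min at room temperature with 20 nM WRN beforehand.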
* = called active by the depositor; u = inconclusive; x = no result given; [ ] = remark or other dose. Unless noted, the call rests on the fitted dose curve; in most records, active means well fitted curve in the direction sought with a large enough effect; inconclusive means small, poorly fitted or top-dose-only effect, or another doubt; inactive means no such curve, though single readings can be large; an effect the other way counts as inactive or inconclusive. Only part of the results is shown. The share of hits here may be higher or lower than overall.

SMILES	EPAC1 antagonist	CCT modulator	PI5P4Ka inh	PLK1 PBD inh	EPAC1 agonist	MmCpn inh	EPAC2 antag	WRN inhibitor
O=C1NC[C@H](Cc2ccccc2)N(CCc2cccc(F)c2)C1=O	-17%	-1.3	-2	4%	-3%	2%	3%	7%
Cc1nc(C)c(C(=O)Nc2ccc(Oc3ccccc3)cc2)o1	3%	-1.1	x	-19%	11%	2%	-7%	-5%
O=C(Cn1nnc2ccccc21)N1CCCCC1	0%	-2.6	-1	-18%	-4%	-2%	4%	-3%
C[C@H](NC(=O)[C@@H]1Cc2ccccc2CN1C(=O)OC(C)(C)C)C(=O)NC1CCCCC1	-14%	-0.5	4	-2%	-7%	2%	-3%	1%
COc1ccc(CN2CCN(C3CCSCC3)CC2CCO)c(C)c1C (configuration not stated)	-19%	-0.8	-6	-2%	7%	-1%	1%	2%[57.1 µM]
CC(C)=N/N=C1/NC(=O)C(CC(=O)Nc2cc(Cl)ccc2C)S1 (configuration not stated)	-12%	-2.6	-2	-2%	-2%	0%	0%	-26%
COc1cc(NC(=O)COC(=O)CNC(=O)c2cc(C)cc(C)c2)c(C)cc1[N+](=O)[O-]	4%	-1.8	3	-1%	-1%	1%	-12%	1%
Cc1cnc(NC(=O)[C@H](C)N2C(=O)C3CCCCC3C2=O)s1 (some centres not stated)	-25%	1.0	-3	1%	-2%	-1%	5%	-2%
O=C(NCC(c1ccco1)N1CCN(c2ccccc2)CC1)C1CCCCC1 (configuration not stated)	12%	1.0	-5	1%	0%	x	-6%	-1%
CN(C(=O)c1cccc(NC(=O)Cc2ccc([N+](=O)[O-])cc2)c1)C1CCC1	12%	-0.7	-1	-7%	3%	-1%	-9%	1%
Nc1sc(-c2ccccc2)cc1C(=O)N1CCNCC1	11%	x	-28	u	7%	x	0%	2%
COc1cc(C(=O)NCc2nnc(SCC(=O)Nc3ccc4c(c3)OCO4)o2)cc(OC)c1OC	-1%	-1.8	-3	-7%	9%	1%	-8%	-23%[57.1 µM]
CC1(C)Cc2c(C#N)c(SCCO)nc(N3CCOCC3)c2CO1	-9%	-1.6	-6	-12%	0%	-2%	8%	0%
Cc1cc(OCC(=O)Nc2ccc(S(=O)(=O)N3CCN(C)CC3)cc2)cc(C)c1Cl	-15%	1.3	4	-4%	1%	1%	u	-24%
COc1ccccc1NC(=S)N(C(C)C)C(C)c1ccccn1 (configuration not stated)	-6%	0.0	-5	-2%	7%	2%	-5%	2%
CCCCn1c(N)c(N(CC)C(=O)c2cc3c(s2)CCCCC3)c(=O)[nH]c1=O	0%	0.8	6	-3%	-7%	2%	14%	9%
O=C(Cn1cnc2c(cnn2-c2ccccc2)c1=O)OCc1ccccc1	-2%	-3.4	0	-4%	15%	-1%	-4%	-4%
CS(=O)(=O)ON=C1CCN(S(=O)(=O)c2ccccc2)CC1	13%	0.8	2	3%	-5%	3%	10%	10%
CCCS(=O)(=O)NC(=O)C1(C)CCN(C(=O)Cc2cccc(OC)c2)C1 (configuration not stated)	7%	-0.7	2	-3%	0%	x	-2%	2%
Cc1occc1C(=O)NCc1ccc(C(=O)O)o1	0%	1.8	x	-4%	-3%	0%	7%	-16%[57.1 µM]
COc1ccc2[nH]c(C(=O)NCCCN3CCCC3=O)c(C)c2c1	0%	-2.7	2	-1%	9%	-1%	1%	-11%
CCOC(=O)c1sc(NC(=O)c2ccco2)c(C#N)c1C	28%	-8.5	-14	u	-15%	-3%	4%	9%
CCCNC(=O)C1(C)CCCN(CCOc2ccccc2)C1 (configuration not stated)	-6%	-0.8	-1	-7%	4%	x	2%	-4%
Clc1ccc2nc(N3CCCCC3)[nH]c2c1	3%	-3.4	x	-7%	6%	2%	-1%	-3%

5 compounds drawn at random from those above, as already listed:
SMILES	EPAC1 antagonist	CCT modulator	PI5P4Ka inh	PLK1 PBD inh	EPAC1 agonist	MmCpn inh	EPAC2 antag	WRN inhibitor
CCCNC(=O)C1(C)CCCN(CCOc2ccccc2)C1 (configuration not stated)	-6%	-0.8	-1	-7%	4%	x	2%	-4%
Cc1occc1C(=O)NCc1ccc(C(=O)O)o1	0%	1.8	x	-4%	-3%	0%	7%	-16%[57.1 µM]
CC1(C)Cc2c(C#N)c(SCCO)nc(N3CCOCC3)c2CO1	-9%	-1.6	-6	-12%	0%	-2%	8%	0%
Clc1ccc2nc(N3CCCCC3)[nH]c2c1	3%	-3.4	x	-7%	6%	2%	-1%	-3%
COc1ccc2[nH]c(C(=O)NCCCN3CCCC3=O)c(C)c2c1	0%	-2.7	2	-1%	9%	-1%	1%	-11%

(more compounds)
SMILES	EPAC1 antagonist	CCT modulator	PI5P4Ka inh	PLK1 PBD inh	EPAC1 agonist	MmCpn inh	EPAC2 antag	WRN inhibitor
Cn1nc(NC(=O)CC23CC4CC(CC(C4)C2)C3)c2c(F)cccc21	6%	0.1	0	-8%	-24%	0%	1%	-6%
Cc1ccc(Cl)cc1NC(=O)COc1ccccc1	-12%	-0.6	1	5%	0%	1%	-5%	-12%
CCOC(=O)[C@]12CCCC=C1N(Cc1ccc(Cl)cc1Cl)C(=O)[C@H](CC(=O)NCC1CCCCC1)C2	-12%	1.1	9	1%	-6%	x	0%	-5%
CCOc1ccccc1NC(=O)C(=O)N/N=C/c1cc(Br)ccc1O	1%	-0.5	1	-2%	5%	1%	11%	5%
CN1CCN(C(=O)/C(=C\c2ccccc2)c2ccccc2)CC1	-6%	-0.1	6	-4%	9%	0%	-6%	0%
CCNC(=S)Nc1ccc(C)c(Cl)c1	-20%	2.0	0	-29%	3%	2%	-4%	-6%
CC(C)[C@H](NS(=O)(=O)c1cccc(C(F)(F)F)c1)C(=O)OCC(=O)NC(=O)NCc1ccco1	-6%	3.6	6	-5%	4%	0%	-17%	-23%
COc1ccccc1OCCCCN1CCCCC1	-5%	-0.1	-1	-5%	0%	0%	4%	-8%
O=C(Nc1nncs1)c1cccc(S(=O)(=O)N2CCCC2)c1	8%	-4.6	-5	1%	2%	-1%	-2%	-10%
Cc1cc(NC(=O)NC2CCCN2S(=O)(=O)c2ccc(Cl)cc2)no1 (configuration not stated)	1%	-6.2	-5	-17%	4%	2%	4%	3%
CCn1ccnc1CN(C)Cc1nc(Cc2cccc(C(F)(F)F)c2)no1	0%	1.5	7	1%	-6%	0%	15%	-14%[57.1 µM]
COC(=O)C1=C(C)C(c2ccc(OC)cc2)NC(=S)N1 (configuration not stated)	3%	-0.7	0	-9%	6%	2%	9%	4%
Cc1ccc(C(=O)COC(=O)[C@@H](NC(=O)c2ccco2)C(C)C)s1	-18%	-2.4	4	-4%	3%	-5%	-5%	-20%
O=C(C1=C[C@H](c2csc3ccccc23)C[C@H](OCc2ccc(CO)cc2)O1)N1CCOCC1	-13%	0.4	-1	-12%	2%	x	-27%	6%
Cc1c(C(=O)CN2CCN(c3ccccc3)CC2)c2ccccc2n1C	-17%	-1.4	-4	-14%	-4%	0%	-3%	6%
Cc1ccc(-n2c(Cc3cccn3C)nnc2SCC(N)=O)cc1	2%	3.4	x	-5%	-1%	-1%	15%	7%
CS(=O)(=O)N(CC(=O)NCC1CCCO1)c1cc(Cl)ccc1Cl (configuration not stated)	10%	0.7	-1	3%	4%	1%	0%[57.1 µM]	-3%
COc1ccc(C(O)c2ncc(-c3ccccc3)[nH]2)c(OC)c1 (configuration not stated)	-5%	-2.1	2	-7%	-17%	x	-5%	-1%[57.1 µM]
Nc1nnn(CC(=O)N/N=C/c2ccccc2Cl)n1	8%	1.1	-1	3%	5%	1%	6%	3%
CCOc1[nH]n(-c2ccc(Cl)cc2)c(=O)c1C=Nc1ccc(Cl)cc1	21%	-0.2	1	-4%	3%	1%	6%	14%
COc1ccc(-c2csc3nc(C)n(-n4cccc4)c(=O)c23)cc1	2%	-1.2	-5	-2%	0%	-7%	-10%	-4%
Cc1ccc(S(=O)(=O)N2CCN(C(=O)N3CCCC3)CC2)cc1	22%	-1.4	3	-4%	4%	1%	1%	15%
COc1ccccc1NCc1nnc(-c2ccccc2)o1	-18%	1.6	3	-7%	-7%	1%	6%	9%
Clc1ccc(SCCn2cncn2)cc1	31%[activator]	0.9	1	-8%	-3%	1%	15%	10%
CCN(CC)S(=O)(=O)c1ccc(-c2nnc(SCc3nnc(-c4ccc(C)cc4)o3)n2CC)cc1	17%	1.4	4	0%	-16%	0%	14%	5%
O=C(CSc1nnc(-c2ccncc2)n1-c1ccccc1)NCC1CCCO1 (configuration not stated)	3%	1.7	1	-5%	11%	-4%	2%	-2%
CCOc1ccc(-c2csc(NC(=O)CSC3=NC(=O)CN3C(C)=O)n2)c2ccccc12	u	-1.3	2	-25%	2%	-2%	-8%	-3%
CCOC(=O)N1CCC(Nc2c(-c3ccc(C)c(C)c3)c(=O)c2=O)CC1	4%	0.6	-3	-2%	-6%	0%	-10%	-22%
COc1ccc(-c2ccc3c(c2)[C@@H]2C[C@H](N(C)S(=O)(=O)c4ccccc4)[C@H]([C@H](C)O)C(=O)N2CC3)cc1	0%	0.5	-4	0%	-12%	x	-2%	2%
C[C@H]1CN([C@@H](C)CO)C(=O)CCCn2nncc2CO[C@@H]1CN(C)Cc1cccc2c1OCCCO2	20%	0.1	1	-12%	4%	x	-7%	-1%
CCN(CC)C(=O)C(=O)Nc1ccc(OC)c(Cl)c1	-29%	-2.4	8	0%	3%	-2%	8%	-10%
Cc1ccc([C@@H]2CC=C(C(=O)O)CN2S(=O)(=O)c2ccccc2C)cc1	7%	-0.3	-4	-3%	-14%	3%	9%	19%
O=C(Nc1ccc(F)c(Cl)c1)c1cc(C2CCCN(S(=O)(=O)c3cccc4cccnc34)C2)on1 (configuration not stated)	-2%	-0.9	-1	0%	10%	x	5%	2%
COc1ccc(CNC(=O)COC(=O)c2cc(C)oc2C)cc1	-5%	-0.6	-19	-8%	8%	x	-6%	2%
COc1ccc(C(=O)N2CCN(S(=O)(=O)c3ccc(C)cc3C)CC2)cc1OC	17%	-2.8	-4	-6%	-3%	1%	-3%	-1%
COC(=O)c1ccc(N2CCN(C)CC2)c(NC(=O)c2sc3ccccc3c2Cl)c1	-25%	1.4	-1	-7%	-7%	x	-22%	-10%[57.1 µM]
Cn1c(-c2ccccc2)c(/C=N/NC(=O)c2cccnc2)c2ccccc21	-29%	1.2	-7	1%	13%	-4%	3%	-17%
O=C(O)c1ccccc1C(=O)N1CCN(C(=O)c2ccccc2Cl)CC1	6%	-0.8	-3	-1%	3%	0%	9%	-6%[57.1 µM]

Screening data: PubChem, National Center for Advancing Translational Sciences (NCATS)
